LEDGF integ inh: blocks HIV-1 LEDGF/p75-dependent DNA integration | inhibition, % at 3.7 µM | TR-FRET IN-LEDGF/p75 DNA integration, Eu/Cy5 | 370,000 tested, 0.64% active;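 active = inhibition above the screen-wide mean plus 3 SD, cut at about 13% in these data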;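 note: signal is the Cy5 over europium emission ratio at 671 and 618 nm; 0% = plate median of compound wells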
TDP2 inh: blocks human TDP2 phosphodiesterase activity; O95551; recombinant TDP2, T5PNP hydrolysis, p-nitrophenol absorbance 415 nm; inhibition, % at 12.8 µM; 370,000 tested, 0.34% active; AID 720702;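 active = inhibition above the mean of all tested compounds plus 3 SD, set per campaign, cut at about 25% in these data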;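 note: 0% = DMSO with enzyme and 100% = buffer with substrate but no TDP2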
Target sequence (O95551 whole entry, looked up): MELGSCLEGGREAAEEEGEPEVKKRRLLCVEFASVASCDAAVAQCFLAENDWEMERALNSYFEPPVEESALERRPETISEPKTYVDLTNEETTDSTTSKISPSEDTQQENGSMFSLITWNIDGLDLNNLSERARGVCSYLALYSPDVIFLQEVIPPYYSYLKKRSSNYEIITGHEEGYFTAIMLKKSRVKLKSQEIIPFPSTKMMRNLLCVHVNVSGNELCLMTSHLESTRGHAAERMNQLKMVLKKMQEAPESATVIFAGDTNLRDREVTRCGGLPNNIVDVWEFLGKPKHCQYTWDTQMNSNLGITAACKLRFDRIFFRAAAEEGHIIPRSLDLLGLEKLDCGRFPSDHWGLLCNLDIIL
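Read-out basis: percent inhibition. System: recombinant human TDP2. Buffer or medium: Mg2+-containing Tris-HCl buffer, pH 7.5. Repeats: single replicate. Timing: reaction 2 h, 37 °C. Benchmarks: high control without enzyme, low control DMSO plus TDP2. Probe or stimulus: 5 mM T5PNP. Doses: 12.8 µM only. Measured by: epi absorbance of p-nitrophenol freed from T5PNP by hydrolysis.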
TCR-CD3 inh: human TCR-CD3 binding inhibition; TAMRA-labeled TCR probe fluorescence, biochemical; inhibition, % at 9.4 µM; 360,000 tested, 0.37% active; AID 651800; in the data active = inhibition above about 19%;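 note: recombinant mutant TCR 2C K166C tagged with TAMRA read by polarization; 0% = receptor in buffer alone and 100% = receptor with positive control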
SIAE inh: human SIAE inhibition, primary screen. Q9HAT2. SIAE FP-Rh probe binding, fluorescence polarization. inhibition, % at 9.66 µM. 370,000 tested, 0.69% active;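 active = inhibition above a cutoff: mean of compounds within the control limits plus 3 SD of those, cut at about 17% in these data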;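 note: 0% = plate median of compound wells and 100% = probe without SIAE protein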
ABHD4 inh: ABHD4 (mouse) inhibition, primary FP screen; Q8VD66; purified mABHD4, FP-Rh probe fluorescence polarization; 370,000 tested, 0.54% active; inhibition, % at 8.92 µM;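 active = inhibition exceeding the mean over every tested compound plus 3 SD, cut at about 30% in these data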;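 note: 0% = plate median of compound wells and 100% = S159A mutant with DMSO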
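assay system = mABHD4 protein | compound dosing = single nominal dose of 8.92 µM, 0.89% DMSO final | read-out basis = percent inhibition of probe binding, normalized to plate controls | schedule = Enzyme–compound pre-incubation 45 min, then probe 60 min, both 25 °C | detection = fluorescence polarization, excitation 525 nm, emission 598 nm, BODIPY TMR filters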
HTRA1 inh: blocks human HTRA1 serine peptidase | Q92743 | recombinant HTRA1, FP-rhodamine activity-based probe, fluorescence polarization | inhibition, % at 5.96 µM | 340,000 tested, 0.5% active | AID 504803; in the data active = inhibition above about 36%;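 note: 0% = enzyme with DMSO and 100% = wells lacking enzyme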
Tn7 DDE FP: disrupts Tn7 cyclic peptide binding to fibrin D-Dimer-E complex; P02675; FP displacement of FITC-Tn7 peptide from fibrin DD(E); 0% = median of compound wells per plate; 370,000 tested, 0.13% active; inhibition, % at 8.3 µM;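 active = inhibition above the mean of compounds falling within the control limits plus 3 SD of them, cut at about 14% in these data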;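 note: 0% = plate median of compound wells and 100% = 10 µM Aha-Tn7 peptide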
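system = human fibrin DD(E) protein | quantity = DD(E) 2 µM final | medium = Tris/NaCl/CaCl2 buffer, pH 7.8 | also added = labelled Tn7 tracer, 0.1 µM | compound dosing = single point at 8.3 µM | timing = compound with protein 10 min, then 3 h after probe, room temperature | signal = FP measurement | benchmarks = Aha-Tn7 high control | repeats = one replicate per compound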
PG9 Ab binder: PG9 antibody binding by small molecule | TR-FRET gp120-PG9 antibody binding | inhibition, % at 6.7 µM | 360,000 tested, 0.43% active; in the data active = inhibition above about 8.5%
UHRF1 MBD2 ctr: blocks human UHRF1 binding to methylated DNA. 370,000 tested, 0.75% active. inhibition, % at 4.4 µM. UHRF1 binding to methylated oligo, TR-FRET; in the data active = inhibition above about 21%;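 note: UHRF1 SRA domain binding a hemimethylated CpG hairpin DNA probe; 0% = median of test compound wells and 100% = reference inhibitor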
PRMT1 FP inh: PRMT1 (human) inhibition, primary screen. Q99873. recombinant PRMT1, activity-based probe fluorescence polarization. inhibition, % at 2.79 µM. 370,000 tested, 1.3% active. AID 652257;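 active = inhibition above about 21% made by adding two undisclosed values, limit read from the data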
Target sequence (Q99873 whole entry, looked up): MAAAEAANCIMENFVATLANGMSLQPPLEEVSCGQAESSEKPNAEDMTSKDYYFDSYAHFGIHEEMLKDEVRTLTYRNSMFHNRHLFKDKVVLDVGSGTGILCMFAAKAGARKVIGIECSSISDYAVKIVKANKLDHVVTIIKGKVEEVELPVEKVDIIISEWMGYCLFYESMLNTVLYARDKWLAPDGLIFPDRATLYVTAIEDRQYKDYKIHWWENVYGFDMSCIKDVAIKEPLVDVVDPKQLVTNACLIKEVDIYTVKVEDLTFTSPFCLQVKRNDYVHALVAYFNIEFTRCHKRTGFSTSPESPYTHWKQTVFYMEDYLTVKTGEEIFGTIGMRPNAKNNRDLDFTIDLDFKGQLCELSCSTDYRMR
Starred values were filed as active, the others as inactive; nt = not tested or not shown.

SMILES	LEDGF integ inh	TDP2 inh	TCR-CD3 inh	SIAE inh	ABHD4 inh	HTRA1 inh	Tn7 DDE FP	PG9 Ab binder	UHRF1 MBD2 ctr	PRMT1 FP inh
CSc1ccc(Cl)c(C(=O)NCCOc2cc(C(C)C)ccc2C)c1	0	3	7	-17	-18	-49	-8	-4.9	-1	5
CCCc1nc2ccccc2n1C(C)C(=O)NC(C)(C)C (configuration not stated)	-4	4	-4	0	3	nt	4	-2.2	2	8
CC(=Nc1ccc(C)cc1)c1sc2ccccc2c1O	0	11	-4	4	13	-19	0	-0.9	-5	25*
Cc1ccc(OCC(=O)NCCNC(=O)COc2ccc(C)cc2)cc1	5	-21	-2	-5	-8	-3	4	1.1	-2	-6
CCn1nccc1C(=O)Nc1ccc(C(=O)OC(C)C)cc1	-5	1	-6	-4	-7	-19	-2	0.9	0	3
CC(=O)c1ccc(NC(=O)[C@@H]2CCCN2C2=NS(=O)(=O)c3ccccc32)cc1	4	7	5	1	-3	-4	-1	-1.8	-2	-3
C=CCC(=O)N1CCCC(CNC(=O)c2ccc(-c3ccccc3)cc2)C1 (configuration not stated)	5	6	4	-7	-4	-1	-2	-1.0	-1	-4
COC(=O)c1c(C)[nH]c(C(=O)OC(C)C(=O)NC2CCCCC2C)c1C (configuration not stated)	-1	-1	-2	-6	-9	-3	2	1.3	5	2
CCOc1ccc(NC(=O)[C@@H](NC(=O)c2ccccc2)[C@@H](C)CC)cc1	1	14	-5	6	12	-3	-6	0.8	1	-1
N=c1c(C(=O)NC2CCCCC2)cc2c(=O)n3ccccc3nc2n1CC1CCCO1 (configuration not stated)	-7	-10	2	0	9	3	7	1.3	-4	6
Cc1ccc(C)c(NC(=O)c2cnn3ccccc23)c1	5	1	3	6	-5	3	0	0.7	-3	-4
Cc1ccccc1/C=N/NC(=O)c1cccnc1	-1	-5	5	-1	3	7	5	-2.1	-1	-2

No new results follow: 2 of the compounds above.
SMILES	LEDGF integ inh	TDP2 inh	TCR-CD3 inh	SIAE inh	ABHD4 inh	HTRA1 inh	Tn7 DDE FP	PG9 Ab binder	UHRF1 MBD2 ctr	PRMT1 FP inh
Cc1ccc(C)c(NC(=O)c2cnn3ccccc23)c1	5	1	3	6	-5	3	0	0.7	-3	-4
Cc1ccccc1/C=N/NC(=O)c1cccnc1	-1	-5	5	-1	3	7	5	-2.1	-1	-2

(next part)
SMILES	LEDGF integ inh	TDP2 inh	TCR-CD3 inh	SIAE inh	ABHD4 inh	HTRA1 inh	Tn7 DDE FP	PG9 Ab binder	UHRF1 MBD2 ctr	PRMT1 FP inh
CCc1nc(OCc2ccco2)c2sc3nc4c(cc3c2n1)COC(C)(C)C4	0	-4	3	-1	7	-2	0	0.0	-2	8
C[C@@H]1CN([C@H](C)CO)C(=O)CCCn2cc(nn2)CO[C@H]1CN(C)C(=O)Nc1cccc(Oc2ccccn2)c1	-4	2	2	4	-11	3	5	0.0	2	3
O=[N+]([O-])c1cccc(/C=C/c2ccc3cccc(O)c3n2)c1	1	-6	-7	1	3	15	-5	-1.2	-2	-1
CCOc1cc(/C=C2/NC(=O)NC2=O)cc(Br)c1OCc1ccc(C(=O)O)cc1	3	5	-4	-4	-16	-17	4	0.1	17	4
O=C(C1CCCN(S(=O)(=O)c2cccc3cccnc23)C1)N1CCN(c2ccccc2F)CC1 (configuration not stated)	0	-5	6	-1	-4	-2	-4	-1.1	-1	-1
CCCCOc1ccccc1N1CCN(CCCN2C(=O)C3CCCN3C2=O)CC1 (configuration not stated)	-2	0	2	6	5	-3	5	-2.4	4	6
O=C(O)CC(c1ccccc1)N1C(=O)c2cccc([N+](=O)[O-])c2C1=O (configuration not stated)	1	-3	1	1	3	4	-1	-2.2	2	3
OCCNc1nc(-c2cccnc2)nc2ccccc12	-2	4	3	-2	1	1	-2	0.4	-5	-2
Cc1ccc(C(=O)c2c3ccc([N+](=O)[O-])cc3[n+]([O-])n2CCCC(N)=O)cc1	1	2	-7	4	-1	-6	0	-0.4	-6	3
Cc1c([N+](=O)[O-])c(C(=O)Sc2ccc(Br)cc2)nn1C	-4	-3	-8	-1	2	7	1	-0.2	7	50*
CCc1ccccc1NC1=NCC(=O)N1Cc1ccc(OC)cc1	0	11	3	3	3	-3	-2	1.1	0	0
COC(=O)c1ccc(OCc2nn[nH]n2)cc1	0	-2	2	1	0	3	-1	-2.1	2	-5
O=C(CCCN1C(=O)c2ccccc2C1=O)NC1CCCCCC1	0	-9	3	-4	-9	9	6	1.1	5	3
N#Cc1cc2cc3ccccc3nc2n2c(=O)c3ccccc3nc12	0	-9	4	3	-1	-6	4	-3.3	-3	-4
COc1cccc(CNCc2ccco2)c1O	1	6	1	3	15	6	3	-1.1	-2	4
COc1ccccc1C(CNC(=O)c1ccc(NS(=O)(=O)c2ccc3c(c2)OCCO3)cc1)N(C)C (configuration not stated)	2	-16	-2	5	-3	-3	-6	-1.6	1	-5
Cc1ccc2nc(NCc3ccccc3)c(C=NCc3cccnc3)c(=O)n2c1	1	3	-6	-3	-6	7	3	-1.3	4	1
CCC(C)(C)NC(=O)C(Sc1ccccc1)c1ccccc1 (configuration not stated)	-2	-12	2	-3	-15	-11	7	1.9	6	4
Cc1ccc(S(=O)(=O)NCCCNc2ccc([N+](=O)[O-])cc2)cc1	2	-1	-3	-5	-1	-19	-4	-0.2	3	-1
Nc1c(Cl)ncnc1N/N=C/c1ccnc2ccccc12	2	4	16	9	4	14	1	-14	-11	3
CCOC(=O)c1ccc(COC(=O)c2ccc(-c3nnc(-c4ccccc4)o3)cc2)o1	-2	6	5	-4	2	-3	-1	-1.0	-1	-3
CC1(C(=O)Nc2ccc3c(c2)OCCO3)CCN1C(=O)C1(c2ccc(Cl)cc2)CC1 (configuration not stated)	-4	-6	-6	-1	2	nt	-7	-1.2	2	0
CCC(C)NC(=S)Nc1ccccc1OC (configuration not stated)	1	-3	3	1	3	-6	-6	-1.6	7	0
COc1cc2nc(-c3ccccc3)nc(N3CCCC3)c2cc1OC	8	-18	-3	-7	-2	nt	1	-3.0	4	-1
O=C(O)C(Cc1c[nH]c2ccccc12)NS(=O)(=O)c1ccccc1 (configuration not stated)	1	4	5	-4	4	5	3	0.1	-4	-5
CC(/C=N/N1C(=O)CSC1=S)=C\c1ccccc1	2	9	-2	10	2	-4	5	-2.1	-6	15
CNC(=O)Nc1ccc2snnc2c1	1	10	0	-5	2	-2	1	-0.7	1	1
CCCN1CNc2c(c(=O)[nH]c(=S)n2CCc2c(Cl)cccc2Cl)C1	-2	4	nt	4	4	nt	2	nt	11	3
O=S1(=O)CCO[C@H]2Cc3ccccc3[C@H]2N1Cc1ccccc1Br	0	5	-2	1	-7	-16	-4	0.1	-1	-2
CC(=O)CC(c1ccccc1)S(=O)(=O)c1ccc(C)cc1 (configuration not stated)	2	-3	-11	8	5	-4	-4	-0.2	0	-2
CCC(Sc1nnnn1-c1ccccc1)C(=O)Nc1nc2ccccc2s1 (configuration not stated)	-2	-9	-3	-9	-39	-43	-2	0.1	1	4
CC(=O)OC(C)=O	2	5	3	-4	5	2	2	-1.7	-1	0
COc1ccc(NC(=O)CN2C(=O)c3ccccc3S2(=O)=O)cc1S(=O)(=O)N1CCOCC1	1	4	4	4	-2	7	7	-0.1	-1	11
C/C=C/c1cnc2c(c1)C(=O)N([C@H](C)CO)C[C@H](C)[C@@H](CN(C)C(=O)CN1CCOCC1)O2	0	11	-2	2	0	1	3	-0.4	-2	-1

Molecules from the list above with four or more nitrogen atoms, in the order listed:
SMILES	LEDGF integ inh	TDP2 inh	TCR-CD3 inh	SIAE inh	ABHD4 inh	HTRA1 inh	Tn7 DDE FP	PG9 Ab binder	UHRF1 MBD2 ctr	PRMT1 FP inh
N=c1c(C(=O)NC2CCCCC2)cc2c(=O)n3ccccc3nc2n1CC1CCCO1 (configuration not stated)	-7	-10	2	0	9	3	7	1.3	-4	6
C[C@@H]1CN([C@H](C)CO)C(=O)CCCn2cc(nn2)CO[C@H]1CN(C)C(=O)Nc1cccc(Oc2ccccn2)c1	-4	2	2	4	-11	3	5	0.0	2	3
O=C(C1CCCN(S(=O)(=O)c2cccc3cccnc23)C1)N1CCN(c2ccccc2F)CC1 (configuration not stated)	0	-5	6	-1	-4	-2	-4	-1.1	-1	-1
CCCCOc1ccccc1N1CCN(CCCN2C(=O)C3CCCN3C2=O)CC1 (configuration not stated)	-2	0	2	6	5	-3	5	-2.4	4	6
OCCNc1nc(-c2cccnc2)nc2ccccc12	-2	4	3	-2	1	1	-2	0.4	-5	-2
Cc1ccc(C(=O)c2c3ccc([N+](=O)[O-])cc3[n+]([O-])n2CCCC(N)=O)cc1	1	2	-7	4	-1	-6	0	-0.4	-6	3
COC(=O)c1ccc(OCc2nn[nH]n2)cc1	0	-2	2	1	0	3	-1	-2.1	2	-5
N#Cc1cc2cc3ccccc3nc2n2c(=O)c3ccccc3nc12	0	-9	4	3	-1	-6	4	-3.3	-3	-4
Cc1ccc2nc(NCc3ccccc3)c(C=NCc3cccnc3)c(=O)n2c1	1	3	-6	-3	-6	7	3	-1.3	4	1
Nc1c(Cl)ncnc1N/N=C/c1ccnc2ccccc12	2	4	16	9	4	14	1	-14	-11	3
CNC(=O)Nc1ccc2snnc2c1	1	10	0	-5	2	-2	1	-0.7	1	1
CCCN1CNc2c(c(=O)[nH]c(=S)n2CCc2c(Cl)cccc2Cl)C1	-2	4	nt	4	4	nt	2	nt	11	3
CCC(Sc1nnnn1-c1ccccc1)C(=O)Nc1nc2ccccc2s1 (configuration not stated)	-2	-9	-3	-9	-39	-43	-2	0.1	1	4
C/C=C/c1cnc2c(c1)C(=O)N([C@H](C)CO)C[C@H](C)[C@@H](CN(C)C(=O)CN1CCOCC1)O2	0	11	-2	2	0	1	3	-0.4	-2	-1
